# From PubChem BioAssay
# KCNH2 WT inh: KCNH2 (human, wildtype) channel inhibition; activity change, % at 1.84 µM; 0.37% of 340,000 active; Q12809; U2OS, BacMam KCNH2, thallium flux FluxOr; stronger effect = lower value;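 active means maximum activity change below -70%; inconclusive means maximum activity change between -70% and -50%; inactive means maximum activity change above -50%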; further: on the % scale 0 is the no-effect control and ±100 the full control effect
#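 U2OS cells transduced with wild-type KCNH2 virus are loaded with FluxOr dye for 45 min, and thallium flux is measured in kinetic reads before and after stimulation buffer. Rate constants are normalized to DMSO controls.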
# TSHR antag: human thyrotropin receptor antagonism | P16473 | TSHR-expressing cells, TSH-stimulated cAMP HTRF, 2 h; stronger effect = lower value | activity change, negative = inhibition, % at 11.5 µM | 0.2% of 330,000 active;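 active means activity change below a set negative limit, meaning inhibition stronger than a set level, cut at about -70% in these data; inconclusive means activity change between two set negative limits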; further: on the % scale 0 is the no-effect control and ±100 the full control effect
#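 Freshly harvested TSHR cells receive pin-tooled compound, then EC80 TSH at 4nM final. After 2 hours at 37 deg C, antibody in lysis buffer and cAMP-d2 are added; 30 minutes at ambient temperature precede the HTRF read.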
# TCR activator: activators of T cell receptors. primary human leukocytes, anti-CD3, IL-2 HTRF, 48 h. Potency, µM (highest dose often 9.22 µM), inactives show at the top dose activation of IL-2 secretion, most hits filed as activators. 330,000 tested, under 10 active. AID 504894; further: % of control where 0% means no effect
#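 HTRF read-out of IL-2 secretion: europium cryptate donor excited at 320nm, d2 acceptor emission at 665nm. Cells were primary human leukocytes incubated 48 hr with compounds and a-CD3 beads, supplying TCR signal only.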
# Tb PFK block: inhibitors of T. brucei phosphofructokinase. O15648. T. brucei PFK, ADP-Glo luminescence. Potency, µM (highest dose often 57.5 µM), without a hit: top-dose activity, negative = inhibition, hits mostly inhibitors. 0.17% of 330,000 active. AID 485367;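 further: potency means the concentration at half of the fitted maximal effect; 0% = uninhibited 1x PFK enzyme wells and -100% = no-enzyme wells; nearly all actives have a fitted effect of over 60% in size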
# Target sequence (O15648 whole entry, looked up): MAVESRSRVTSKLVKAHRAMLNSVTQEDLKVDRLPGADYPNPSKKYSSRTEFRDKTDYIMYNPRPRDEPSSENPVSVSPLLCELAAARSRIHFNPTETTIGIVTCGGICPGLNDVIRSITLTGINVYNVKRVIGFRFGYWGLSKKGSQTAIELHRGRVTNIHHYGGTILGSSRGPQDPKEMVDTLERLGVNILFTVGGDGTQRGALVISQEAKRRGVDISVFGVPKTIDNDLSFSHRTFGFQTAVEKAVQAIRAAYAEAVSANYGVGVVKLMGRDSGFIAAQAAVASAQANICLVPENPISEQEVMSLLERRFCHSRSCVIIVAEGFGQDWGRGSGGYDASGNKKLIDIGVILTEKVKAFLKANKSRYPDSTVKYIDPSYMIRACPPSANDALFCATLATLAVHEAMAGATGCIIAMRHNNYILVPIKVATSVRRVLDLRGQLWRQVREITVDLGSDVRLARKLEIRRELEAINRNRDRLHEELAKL
#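 Activity is normalized to no-enzyme wells (full inhibition) and 1.25 nM enzyme wells (no inhibition). Reaction: 0.5 mM F6P, 0.1 mM ATP, 45 min RT, ADP-Glo luminescence; concentration-response curves fitted and classed by quality.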
# Chronic BCR inh: inhibitors of chronic active B-cell receptor signaling; ABC-DLBCL IkBa-CBG/CBR reporter, luminescence ratio, 4 h; Potency, µM (titrated, usually from 46.1 µM), inactives show at the highest dose ratio change, negative = lower green/red ratio, actives largely listed as inhibitors; 0.05% of 340,000 active; AID 493014; active means well fitted inhibition curve with a large enough effect in the signal ratio, with a control signal flat, not every such curve was filed as active; inconclusive means small, poorly fitted or top-dose-only effect, or effect the other way, or a change in a side signal; the % refers to the signal ratio;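 further: potency means the concentration at half of the fitted maximal effect; plate controls were basal doxycycline-induced cells for no effect and cells given 10 µM MG132 for full effect; MG132 reads +100%, hits lower the ratio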
#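 Compounds up to 46 uM were incubated four hours with TMD8 cells whose green CBG68 luciferase is fused to IkappaBalpha; red CBR luminescence normalised the signal, and concentration-effect curves were fitted to fusion, red and ratio data.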
# MLL CXXC-DNA inh: blocks binding of human MLL CXXC domain to DNA. Q03164. MLL-CXXC / FITC-HOXA9 DNA fluorescence polarization. Potency, µM (doses to about 115 µM), inactives show at the highest dose activity change, negative = inhibition, hits mostly inhibitors. 0.037% of 290,000 active; active means well fitted inhibition curve with a large enough effect in the polarisation, with a control signal flat, not every such curve was filed as active; inconclusive means small, poorly fitted or top-dose-only effect, or effect the other way, or a change in a side signal; inactive means no such curve, though single readings can be large or run the other way; the % refers to the polarisation; further: potency means the concentration at half of the fitted maximal effect
#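 Fluorescence polarization: 7 uM MLL-CXXC (stock) preincubated 5 min with compounds, then 50 nM fluorescein-HOX-A9 DNA (stock) added; 30 min ambient. Buffer 50 mM Tris-HCl pH 7.5, 50 mM NaCl, 1 mM DTT, 0.05% BSA.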
# AT treatment: potential ataxia-telangiectasia treatments restoring KAP-1 phosphorylation. […] A-T fibroblasts, KAP-1 phosphorylation AlphaLISA; neocarzinostatin DNA damage 30 min before lysis. Potency, µM (highest dose often 57.5 µM), for inactives: at the highest dose activation, usual class: activators. 0.19% of 320,000 active; further: potency means the concentration at half of the fitted maximal effect; % of control where 0% means no effect; nearly all actives have a fitted effect of over 45% in size
#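 hTERT-immortalized A-T patient fibroblasts ([…]), 500 cells/well in OPTI-MEM, 1% FBS, got compounds for 60 min, then NCS for 30 min at 37C. Lysates were then assayed for phospho-KAP-1 by AlphaLISA (anti-pKAP1 donor, anti-KAP1 acceptor beads), 6 hr at 25C.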
# Giardia kill: Giardia lamblia killing. Giardia lamblia trophozoite viability. 0.15% of 340,000 active. activity change, % at 7.66 µM, hits read low; in the data active means activity change below about -80%; inconclusive means between about -30% and that limit;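 further: parasites exposed to compound for two days anaerobically before the ATP read; on the % scale 0 is the no-effect control and ±100 the full control effect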
#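 Giardia lamblia trophozoites (100 cells/well) were incubated with compounds for 48 h at 37 deg C under anaerobic conditions. Viability was read as ATP content by one-step luminescence after 15-30 min at room temperature.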
# FBPA coupling cs: coupling enzyme interference in Giardia aldolase counter-screen; coupling enzyme system counterscreen, AmpLite Red fluorescence; activity change, negative = inhibition, % at 58.2 µM, hits read low; 0.67% of 290,000 active; AID 2472; in the data active means activity change below about -30%; further: on the % scale 0 is the no-effect control and ±100 the full control effect
#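 Fluorescence at 525 nm excitation and 598 nm emission measured inhibition of the coupled detection system without aldolase. Compounds (at 57.5 uM final) were preincubated 10 min at room temperature with coupling enzyme reagent before a 20 min substrate/AmpLite Red step.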
# GALK inh: inhibitors of human galactokinase | Purified GALK, Kinase-Glo residual ATP luminescence | 0.007% of 270,000 active | Potency, µM (highest dose often 57.5 µM), for inactives: at the top dose activity change, negative = inhibition, usual class: inhibitors | P51570; further: potency means the concentration at half of the fitted maximal effect; on the % scale 0 is the no-effect control and ±100 the full control effect
# Target sequence (P51570 whole entry, looked up): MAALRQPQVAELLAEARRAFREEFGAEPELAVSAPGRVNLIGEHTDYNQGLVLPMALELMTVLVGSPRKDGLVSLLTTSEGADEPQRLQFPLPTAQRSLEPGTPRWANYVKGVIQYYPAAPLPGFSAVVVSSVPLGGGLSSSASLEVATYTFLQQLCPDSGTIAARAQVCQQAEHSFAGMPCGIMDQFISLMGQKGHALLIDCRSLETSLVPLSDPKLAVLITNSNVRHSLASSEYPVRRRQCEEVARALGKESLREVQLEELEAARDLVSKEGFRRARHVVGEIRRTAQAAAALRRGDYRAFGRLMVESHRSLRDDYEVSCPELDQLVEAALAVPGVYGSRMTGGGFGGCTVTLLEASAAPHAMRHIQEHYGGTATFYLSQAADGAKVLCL
#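 Human GALK (5 nM) with 35 uM ATP and 100 uM galactose in 20 mM HEPES pH 8.0, 5 mM MgCl2, 60 mM NaCl, 1 mM DTT, 0.01% BSA. After 1 h at room temperature, leftover ATP was read by Kinase-Glo Plus luminescence.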
# Numbers without * were called inactive; i = inactive; ? = inconclusive; . = not tested or not shown; [ ] = another dose, or the depositor's remark. Unless noted, the call rests on the fitted dose curve; in most records, active means well fitted curve in the direction sought with a large enough effect; inconclusive means small, poorly fitted or top-dose-only effect, or another doubt; inactive means no such curve, though single readings can be large; an effect the other way counts as inactive or inconclusive.
# Order of values – KCNH2 WT inh, TSHR antag, TCR activator, Tb PFK block, Chronic BCR inh, MLL CXXC-DNA inh, AT treatment, Giardia kill, FBPA coupling cs, GALK inh
- O=S(=O)(Nc1ccc(O)c(CN2CCCCC2)c1)c1ccccc1
  -16.2, 10.4, -3.6%, -5.9%, -6.2%, -3.3%, -0.8%, -0.7, 2.0, 1.7%
- S=C(NCc1ccccc1)NCc1ccc(CNC(=S)NCc2ccccc2)cc1
  12.6, -7.7, 0.9%[46.1 µM], -0.8%, -1.8%, 15.8%, -14.5%, 33.4[activator], 1.8, 2.1%
- N#Cc1c(N)n(C2CCCCC2)c2nc3ccccc3nc12
  -7.8, -13.3, 4.5%, -9.9%, -13.2%, -4.8%, 7.7%, -13.7, -2.9, -0.1%
- NS(=O)(=O)c1ccc(CCNC(=O)CNCCc2ccccc2)cc1
  20.9, -1.6, -4.0%, 2.0%, ?, 5.3%, -2.2%, 9.7, -1.8, -0.2%
- CN(C)S(=O)(=O)c1ccc(C(=O)Nc2nnc(SCc3cccc(F)c3)s2)cc1
  14.9, -2.7, -10.2%[46.1 µM], -3.6%, 2.2%, -5.3%, 1.4%, -14.4, 0.4, 2.4%
- CN(Cc1ccon1)Cc1cn[nH]c1-c1ccc(-c2ccccc2)cc1
  -7.1, -4.5, 3.9%, 4.8%, -0.9%, -3.2%, 3.9%, 7.7, 0.2, 1.0%
- Cc1c(C(=O)NCc2ccccc2CN2CCCC2)oc2ccc(F)cc12
  2.6, -10.7, 2.9%, -4.7%, 0.2%, ., 7.1%, 14.8, ., .
- Cc1ccc(S(=O)(=O)Cn2nnnc2C(CC(C)C)N2CCN(C)CC2)cc1 (stereo not given)
  i, 14.7, -2.3%, -0.1%, -0.8%, -18.5%, -0.2%, -13.0, -3.7, 2.2%
- CC1(C)Nc2ccc(O)cc2-c2c1ssc2=S
  1.6, -2.1, 4.3%[46.1 µM], -16.0%, -2.7%, 0.2%, -3.7%, 9.1, -20.1, 0.5%
- COC(=O)c1ccccc1NC(=O)COC(=O)/C=C/c1ccco1
  -4.9, -5.5, 4.0%, -5.5%, -2.6%, 7.6%, 13.2%, 8.0, 1.4, 1.3%
- Cc1cccc(Cl)c1NC(=S)NCCc1ccccn1
  3.4, -5.5, -2.3%, 1.2%, 10.3%, -6.4%, 4.0%, 0.1, -2.4, -1.6%
- CC(C)(C)NC(=O)COC(=O)/C=C/c1ccccc1[N+](=O)[O-]
  -5.1, 0.8, 2.1%, 1.1%, ?, 3.1%, 1.1%, 17.7, 2.8, 0.4%
- COCCCNC(=S)NCCNc1nc2cc(C)cc(C)c2cc1C#N
  -11.2, -12.1, 2.0%, 3.2%, -0.1%, -8.8%, 2.9%, ?, 1.4, 0.9%
- CC(=O)c1cccc(NC(=O)COC(=O)c2ccccn2)c1
  -8.6, 19.1, -2.6%, -0.6%, 0.1%, -1.2%, 0.8%, -26.2, 0.8, 0.9%
- CCCCc1nc2sc3c(c2c(=O)n1NC(=O)c1ccco1)CC(C)(C)OC3
  5.1, -26.0, 5.5%, 1.0%, 0.8%, -0.1%, 8.9%, 10.0, 3.5, 1.0%
- O=C(NNC(=S)NCc1ccco1)c1ccc(Cl)s1
  6.8, -1.8, 1.4%, -0.7%, ?, -0.8%, -6.7%, 0.8, 3.7, -0.3%
- O=C(NC(=S)NC1CCCCC1)c1ccccc1[N+](=O)[O-]
  -4.1, -4.7, 0.5%, 0.2%, ?, 0.3%, 5.4%, -2.6, ., 4.8%
- CC(C)CC(=O)NNC(=O)C(C)C
  -1.2, -1.4, 3.5%[46.1 µM], -0.6%, -0.6%, 3.1%, 2.4%, 3.5, 0.5, 1.0%
- COc1ccc(CNc2ccc(C(=O)O)cc2)cc1
  1.4, -4.4, 2.2%, -3.4%, -1.6%, -5.0%, -5.6%, 5.1, 10.1, -1.4%
- COc1ccc(-c2sc3cc4c(cc3c2C#CCO)OCO4)cc1
  2.3, ?, 2.2%, -4.7%, ?, ., 19.1%, -11.8, ., .
- O=C(c1cc2c(s1)CCCC2)N1CCN(Cc2ccc3c(c2)OCO3)CC1
  -0.5, -5.2, 1.2%, 3.0%, ?, 10.6%, -1.4%, 4.0, -1.0, 9.7%
- Cc1ccc(NC(=O)c2ccc(OCC3CCCO3)cc2)nc1 (stereo not given)
  2.6, 0.2, 1.6%, -8.1%, 11.9%, ., -12.2%, -11.8, ., .
- CC(=O)N1N=C(c2ccco2)CC1c1ccc(Br)cc1 (stereo not given)
  4.1, 7.3, 5.2%[46.1 µM], -8.0%, 10.6%, 9.6%, 2.7%, -13.8, 5.4, -4.3%
- CC(=O)C1=C(C)NC(=O)CC1c1ccccc1Cl (stereo not given)
  i, -9.6, -6.6%, -0.4%, -9.9%, 8.2%, -0.3%, 13.3, -12.4, 1.2%
- CCOc1ccc(C2N(c3cc(Cl)ccc3OC)C(=O)C3CCCN32)cc1OC (stereo not given)
  3.9, 12.0, 3.6%, -1.4%, ?, -6.6%, 1.6%, 3.3, 1.2, 2.0%
- CCOc1ccc(OCCC(=O)OCC(=O)N2CCN(S(=O)(=O)c3ccc(Cl)cc3)CC2)cc1
  -9.1, 4.7, 0.2%, -1.3%, ?, ?, 7.9%, 1.3, -0.4, 3.6%
- O=C(NCc1cccnc1)c1cc(S(=O)(=O)N2CCCCC2)ccc1Cl
  -16.6, 2.2, 2.1%, -12.5%, 3.3%, -1.6%, -7.1%, 6.4, 3.5, -0.5%
- COc1ccc2[nH]cc(CCN3C(=O)CCC3=O)c2c1
  15.8, 7.5, 3.6%, -4.4%, -9.6%, 6.8%, ., 8.0, 0.7, 2.0%
- CCSc1nnc(NC(=O)[C@@H](NC(=O)c2cccc(C)c2)C(C)C)s1
  -10.7, -13.0, -9.8%[46.1 µM], 11.8%, -2.2%, -8.5%, -25.6%, 2.7, -4.5, -0.2%
- CN(C)C(=O)CSc1nc(-c2cccs2)c(-c2cccs2)[nH]1
  -0.9, -7.3, -0.6%, 1.7%, -5.5%, 0.5%, -2.2%, 6.3, -1.1, -2.4%
- C(=N\Nc1nc2ccccc2[nH]1)/c1ccc2ncccc2c1
  4.6, -8.5, -20.1%, -2.6%, ?, 18.9%, 13.6%, -6.3, 2.8, .
- O=C(O)c1ccc(N/N=C/c2ccc(-c3ccc(Cl)cc3Cl)o2)cc1
  -1.8, -23.1, -2.4%, 0.6%, ?, 5.6%, -1.3%, 7.7, 3.1, -5.6%
- CCC(OC(=O)c1cccs1)C(=O)NCc1ccc2c(c1)OCO2 (stereo not given)
  -14.6, 1.7, -5.3%, 20.7%, ?, -4.7%, -0.5%, -4.0, 1.1, 0.1%
- OCCOc1ccc(CN2CCCC(N3CCN(c4ccc(F)cc4)CC3)C2)cc1 (stereo not given)
  21.4, 4.6, 4.3%, 0.9%, -2.4%, -2.4%, 8.6%, 0.0, -0.6, -3.4%
- CCOC(=O)C1C2C=CC3(CN(c4ccc(Cl)c(F)c4)C(=O)C13)O2 (stereo not given)
  -7.2, -5.9, 2.9%[46.1 µM], 6.8%, -0.1%, -1.1%, -0.1%, 9.3, -0.1, -0.7%
- CCCCC(=O)NC(c1ccc(C(C)C)cc1)c1ccc2cccnc2c1O (stereo not given)
  -9.0, -9.2, 0.6%, -0.4%, 4.7%, -2.0%, -13.3%, -4.6, 4.9, 1.2%
- COc1ccccc1OCC(=O)Nc1ccccn1
  0.3, 0.1, 4.3%, -13.2%, ?, 4.0%, 9.5%, -24.1, 2.8, 8.0%
- CCN(CC)CCN1C(=O)c2cccc3cc(N)cc(c23)C1=O
  9.2, -75.9*, -22.1%, 5.7%, ?, 35.5µM*, 8.7%, 43.7[activator], -1.2, -0.3%
- COC(=O)COc1ccc(S(=O)(=O)Nc2ccc3c(c2)OCO3)cc1Cl
  -9.5, -10.8, ., 0.0%, -5.9%, -3.2%, 2.8%, -22.4, 2.0, -1.5%
- Cc1ccc(S(=O)(=O)NNc2nc3ccccc3nc2C(F)(F)F)cc1
  27.2, -0.3, 2.5%, -23.3%, 11.6%, 16.5%, -1.8%, -1.9, -1.7, -0.1%
- O=C(Nc1ccc(Cl)c(NC(=O)c2cccs2)c1)c1ccco1
  -5.7, 16.3, 0.1%, 2.8%, ?, 7.8%, 3.9%, -12.1, 0.1, -10.2%
- COc1ccc(NC(=O)Nc2cccc(C(=O)N3CCOCC3)c2)cc1OC
  10.4, -3.2, -1.4%, -2.7%, -0.5%, 0.1%, 2.3%, 5.4, -0.3, -0.3%
